UCHL1 block: human UCHL1 deubiquitinase inhibition; 47,000 compounds, 0.2% hits; purified UCHL1, Ub-rhodamine cleavage fluorescence; inhibition, % at 20 µM
USP28 inh: human USP28 deubiquitinase inhibition. AID 1645857. inhibition, % at 25 µM. Q96RU2. 47,000 compounds, 3% hits. purified USP28, Ub-rhodamine cleavage fluorescence, 30 min
USP7 block: human USP7 deubiquitinase inhibition. Q93009. purified USP7, Ub-rhodamine cleavage fluorescence. inhibition, % at 20 µM. 47,000 compounds, 0.3% hits
USP10 block: human USP10 deubiquitinase inhibition; purified USP10, Ub-rhodamine fluorescence, 60 min; inhibition, % at 20 µM; 47,000 compounds, 1.1% hits; Q14694; AID 1645856
OTUD3 inh: inhibitors of human OTUD3 deubiquitinase. Q5T2D3. purified OTUD3, Ub-rhodamine fluorescence, 2 h. inhibition, % at 25 µM. 47,000 compounds, 0.7% hits
USP17 block: human USP17-like deubiquitinase inhibition; purified USP17, Ub-rhodamine cleavage fluorescence, 3 h; inhibition, % at 50 µM; AID 1645855; 47,000 compounds, 6.5% hits; A8MUK1
Target sequence (A8MUK1 whole entry, looked up): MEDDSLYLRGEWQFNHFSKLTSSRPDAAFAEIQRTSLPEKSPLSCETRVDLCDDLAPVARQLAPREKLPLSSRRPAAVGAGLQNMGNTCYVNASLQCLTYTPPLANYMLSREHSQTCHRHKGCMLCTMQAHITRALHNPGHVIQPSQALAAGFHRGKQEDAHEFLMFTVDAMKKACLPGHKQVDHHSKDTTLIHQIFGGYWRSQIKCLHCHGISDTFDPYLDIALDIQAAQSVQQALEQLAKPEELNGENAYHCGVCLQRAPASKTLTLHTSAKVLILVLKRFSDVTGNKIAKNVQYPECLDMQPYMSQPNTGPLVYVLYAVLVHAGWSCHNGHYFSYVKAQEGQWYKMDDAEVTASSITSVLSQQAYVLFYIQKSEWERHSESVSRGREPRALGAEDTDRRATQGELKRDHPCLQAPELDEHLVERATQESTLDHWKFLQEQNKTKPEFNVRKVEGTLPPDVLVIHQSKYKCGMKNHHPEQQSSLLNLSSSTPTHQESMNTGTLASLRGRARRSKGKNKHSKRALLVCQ
USP8 inh: human USP8 deubiquitinase inhibition; P40818; purified USP8, Ub-rhodamine cleavage fluorescence, 30 min; inhibition, % at 20 µM; 47,000 compounds, 4.2% hits; AID 1645853
USP30 inh: human USP30 deubiquitinase inhibition; inhibition, % at 25 µM; AID 1645860; purified USP30, Ub-rhodamine cleavage fluorescence; 47,000 compounds, 5.3% hits; Q70CQ3
Target sequence (Q70CQ3 whole entry, looked up): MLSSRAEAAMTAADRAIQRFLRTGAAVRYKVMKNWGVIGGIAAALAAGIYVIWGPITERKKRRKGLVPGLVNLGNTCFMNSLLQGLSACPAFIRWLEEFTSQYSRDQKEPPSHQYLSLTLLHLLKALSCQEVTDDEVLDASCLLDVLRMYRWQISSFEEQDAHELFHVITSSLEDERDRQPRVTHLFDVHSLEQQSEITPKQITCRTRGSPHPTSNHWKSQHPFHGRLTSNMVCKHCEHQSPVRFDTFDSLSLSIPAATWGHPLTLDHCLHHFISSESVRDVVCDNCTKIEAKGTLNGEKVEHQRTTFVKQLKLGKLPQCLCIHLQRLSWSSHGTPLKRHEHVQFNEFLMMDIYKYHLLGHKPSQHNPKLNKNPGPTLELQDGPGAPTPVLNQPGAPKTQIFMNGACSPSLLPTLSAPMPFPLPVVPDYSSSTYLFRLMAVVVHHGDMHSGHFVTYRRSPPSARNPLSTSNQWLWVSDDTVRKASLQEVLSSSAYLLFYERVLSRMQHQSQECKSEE
* = called active by the depositor; nt = no result given. Cut-off read from the data, not from the text of the source: active = inhibition above about 30%; inactive = the rest.

SMILES	UCHL1 block	USP28 inh	USP7 block	USP10 block	OTUD3 inh	USP17 block	USP8 inh	USP30 inh
CC(=O)N1CCc2cc(S(=O)(=O)Nc3ccc4cn[nH]c4c3)ccc21	4	-11	-2	-3	-21	29	6	-112
O=c1oc2ccccc2cc1-c1nc(-c2ccc(Oc3ccccc3)cc2)cs1	9	36*	70*	0	-29	42*	53*	-127
CC(C)c1ccc(NC(=O)CCCC(=O)O)cc1	-2	-2	0	0	-7	3	0	-3
COc1cc(CC(=O)NC2CCCc3ccccc32)cc(OC)c1OC (centres undefined)	0	11	2	-1	10	2	22	1
CCn1ccc(C(=O)N2CC(c3nc(C)no3)C3(CCOCC3)C2)n1 (centres undefined)	-1	9	5	-2	8	14	8	26
CC1=C(c2ccccc2)S(=O)(=O)N=C1N1CCCN(C(=O)c2c(F)cccc2F)CC1	2	2	4	-2	6	5	11	6
Cc1ccc(CNS(=O)(=O)c2cc(-c3noc(C)n3)ccc2C)cc1	2	7	7	3	3	-1	14	2
CNC(=O)c1nc2c(s1)CCN(C(=O)Nc1cccc(OC)c1)CC2	2	-2	2	-1	11	-2	-34	0
Cn1cccc1C(=O)N1C[C@@H]2C[C@H]1C[C@@H]2NC(=O)c1ccccc1	-2	-4	0	0	-1	-5	4	-18
COc1ccc(F)cc1S(=O)(=O)N1CCC(c2ncncc2-c2ccnc(N)c2)C1 (centres undefined)	-5	-28	-6	-8	-21	-24	-6	-49
Cc1c(Cl)cccc1NC(=O)c1ccc(-c2cncnc2)nc1	-5	-103	0	-7	-109	-143	-20	-435
Cc1ccccc1C(=O)c1cccn1CC(=O)NCc1ccccn1	-3	1	-5	-8	5	0	-11	-14
COc1cc2c(cc1OC)C(c1ccccc1)N(Cc1ccno1)CC2 (centres undefined)	2	3	-1	1	16	0	8	20
Cc1noc(-c2csc(C(=O)NCc3ccccc3Cl)n2)n1	4	6	1	-1	10	4	3	23
COc1ccccc1CC(=O)Nc1cccn2cnnc12	-1	4	1	-5	8	-8	-98	-9
O=C(CN1C(=O)COc2ccccc21)N1CCC(c2nc3ccccc3o2)CC1	3	2	5	0	10	3	12	12
COc1ccc(CNc2nc3c(c(=O)n2C)CCN(C(=O)Nc2ccc(C)cc2)C3)cc1	2	-8	2	-1	-11	-9	-10	-22
Cc1cc(=O)sc2c1c(C)nn2-c1ccccc1	0	30*	-125	2	19	31*	3	14
Cc1ccc(NC(=O)CC2C(=O)N(Cc3cccnc3)c3nc4ccccc4n32)c(C)c1 (centres undefined)	-4	-10	-10	-1	-7	39*	-3	0
COCCNC(=O)c1cc2c(c3ccccc3n2CC2CC2)n1S(C)(=O)=O	-3	-27	-13	-8	-16	-27	-102	-86
COc1ccc(-n2c3c(c(=O)[nH]c2=O)CN(CCc2ccccc2)CN3)cc1	-3	-10	-4	-3	-6	-3	-26	-9
CCN(CC)S(=O)(=O)c1cc(C(=O)OCC(=O)NC2CCCc3ccccc32)ccc1C (centres undefined)	5	22	9	8	22	-1	20	19
O=C(c1ccccn1)N1CCC(c2ccc(Nc3ncccn3)cn2)CC1	2	2	nt	-2	8	11	0	13
N#Cc1cccc(NC(=O)C(Cc2c[nH]c3ccccc23)NC(=O)c2cccs2)c1 (centres undefined)	4	19	-1	3	-1	22	12	33*
Cc1cc(O)cc2oc3cc(O)cc(O)c3c(=O)c12	-4	13	-9	-1	8	-53	-23	-8

Next section, overlapping the part above by 6 compounds.
SMILES	UCHL1 block	USP28 inh	USP7 block	USP10 block	OTUD3 inh	USP17 block	USP8 inh	USP30 inh
COCCNC(=O)c1cc2c(c3ccccc3n2CC2CC2)n1S(C)(=O)=O	-3	-27	-13	-8	-16	-27	-102	-86
COc1ccc(-n2c3c(c(=O)[nH]c2=O)CN(CCc2ccccc2)CN3)cc1	-3	-10	-4	-3	-6	-3	-26	-9
CCN(CC)S(=O)(=O)c1cc(C(=O)OCC(=O)NC2CCCc3ccccc32)ccc1C (centres undefined)	5	22	9	8	22	-1	20	19
O=C(c1ccccn1)N1CCC(c2ccc(Nc3ncccn3)cn2)CC1	2	2	nt	-2	8	11	0	13
N#Cc1cccc(NC(=O)C(Cc2c[nH]c3ccccc23)NC(=O)c2cccs2)c1 (centres undefined)	4	19	-1	3	-1	22	12	33*
Cc1cc(O)cc2oc3cc(O)cc(O)c3c(=O)c12	-4	13	-9	-1	8	-53	-23	-8
COCCNC(=O)C1c2ccccc2C(=O)N(C2CCCC2)C12CCCCC2 (centres undefined)	-2	-11	-1	-1	-6	-2	0	-2
O=C(c1ccco1)[C@H]1C(c2ccc(F)cc2)=NO[C@]12C(=O)Nc1ccccc12	6	15	1	1	10	5	17	10
COc1ccc(S(=O)(=O)c2cnc3ccccc3c2N2CCOCC2)cc1	2	1	2	-3	12	2	8	25
O=C(NC(NC1CCS(=O)(=O)C1)C(=O)c1ccc(Cl)cc1)c1ccco1 (centres undefined)	0	4	-11	0	5	-1	8	0
COc1ccc(NC(=O)Cn2c(=O)n(CC(=O)NCc3ccc(C)cc3)c(=O)c3sccc32)cc1OC	11	70*	9	13	32*	71*	1	75*
O=C(Cn1cc(S(=O)(=O)N2CCOCC2)ccc1=O)Nc1cccc(Cl)c1	-3	2	0	3	-1	25	-6	19
CCc1cccc(-n2nc(C)c3c2NC(=O)CC3C(=O)c2ccc(C)s2)c1 (centres undefined)	1	-4	-2	1	0	17	0	0
CC(=O)N1CCc2cc(S(=O)(=O)NC(C(=O)Nc3nc4ccc(C)cc4s3)C(C)C)ccc21 (centres undefined)	2	0	7	16	12	7	30*	2
CCCC(=O)Nc1nc(-c2ccccc2)cc(-c2ccccc2)n1	4	8	2	5	5	8	12	11
COc1ccc(Nc2nc(N3CCCC3)nc3c2cnn3C)cc1	4	2	5	0	2	49*	17	39*
COc1cccc(NC(=O)Cn2c(C)cc(C)c2-c2nc(C(C)C)no2)c1	0	10	-10	-1	1	-2	10	-10
CC(C)(CNS(C)(=O)=O)SCc1ccc(Cl)cc1	5	3	-20	-1	3	nt	8	21
COc1cc(O)c2c(c1CC=C(C)C)OC(c1ccc(O)cc1)CC2=O (centres undefined)	-5	2	-5	-9	2	-46	-24	-30
Cc1ccccc1Cn1cc(SCC(=O)Nc2ccc(F)cc2)c2ccccc21	2	1	4	10	-6	-3	-8	9
COc1ccc(C(=O)NNC(=O)c2ccc(O)cc2)cc1OC	-4	-9	0	3	-6	-7	-6	-5
Cc1ccc(C2CC(=O)C3=C(C2)Nc2ccccc2N(C(=O)c2ccccc2)C3c2ccccc2)cc1 (centres undefined)	10	23	22	10	10	26	30*	43*
CCN1C(=O)C(C)(C)COc2ccc(NS(=O)(=O)c3cc(F)ccc3F)cc21	0	-9	2	6	1	3	12	-10
Cc1ccccc1OCC1=NN2C(=N)/C(=C/c3cn(Cc4ccccc4)c4ccccc34)C(=O)N=C2S1	-3	-7	4	-3	-13	11	1	-31
Cc1cccc(C(=O)NCc2noc(-c3ccccc3)n2)c1C	-2	-11	-3	-2	-7	nt	-3	-10
Cc1nc(-c2ccccc2)sc1C(=O)/C=C/c1ccccc1[N+](=O)[O-]	8	29	8	9	21	8	23	38*
Cc1cccc(Nc2nc3ccccc3nc2NS(=O)(=O)c2ccc(F)cc2)c1	-12	-10	5	28	-8	7	2	-14
O=C(C1CN(Cc2ccncc2)Cc2ccnn2C1)N1CCCC1 (centres undefined)	3	-1	5	2	0	-2	-70	-1
COc1cccc(CNC(=O)N2CCCN(c3nc4cccnc4s3)CC2)c1	-1	10	0	-2	2	4	-2	10
CCC(C)CC(C)/C=C(\C)C1OC(c2c(O)c(C3CC(O)C(O)C3O)cn(C)c2=O)CC=C1C (centres undefined)	-10	-26	-9	-2	-30	-32	-69	-140
O=C(NC1CCN(C(=O)C2CC2)C1)c1ccc(F)cc1 (centres undefined)	2	6	2	1	12	9	17	19

Two entries picked at random from those above, as already listed:
SMILES	UCHL1 block	USP28 inh	USP7 block	USP10 block	OTUD3 inh	USP17 block	USP8 inh	USP30 inh
O=c1oc2ccccc2cc1-c1nc(-c2ccc(Oc3ccccc3)cc2)cs1	9	36*	70*	0	-29	42*	53*	-127
CCN(CC)S(=O)(=O)c1cc(C(=O)OCC(=O)NC2CCCc3ccccc32)ccc1C (centres undefined)	5	22	9	8	22	-1	20	19

Next section:
SMILES	UCHL1 block	USP28 inh	USP7 block	USP10 block	OTUD3 inh	USP17 block	USP8 inh	USP30 inh
CCOC(=O)C1CCN(C(=O)CN2C(=O)c3ccccc3C2c2c[nH]c3ccccc23)CC1 (centres undefined)	-4	-6	-7	-1	2	-5	-12	1
COc1ccc(NC(=O)Cn2c(=O)n(CCCC(=O)NC3CCCC3)c(=O)c3cc(Cl)ccc32)c(OC)c1	3	0	9	31*	16	22	7	31*
COc1cccc(-c2cc(=O)[nH]c(Nc3nc(C)c4ccccc4n3)n2)c1	3	12	9	-1	10	20	10	58*
O=C(Nc1oc2ccccc2c(=O)c1-c1ccccc1)c1ccc(F)cc1	-4	4	-5	5	-6	-8	-1	13
CCc1ccc(NC(=O)N2C[C@H]3C[C@H](C(=O)NCC(C)C)[C@@H](C2)O3)cc1	1	2	2	1	2	0	-7	9
O=S(=O)(c1ccc2nc(NCc3cccnc3)cnc2c1)N1CCCCC1	-11	-32	-7	-6	-41	-22	-6	-111
COc1ccc(NC(=O)c2ccc(-c3ccc(N4CCCC4)nn3)cc2)c(OC)c1	0	13	-15	-4	10	41*	10	6
Cc1ccc(Cn2c(=O)n(CCC(=O)NCCc3ccccc3)c(=O)c3ccccc32)cc1	3	30	10	15	25	46*	34*	63*
Cc1ccc2c(=O)c(C(=O)N3CCCCC3)cn(CC(=O)NC3CCCCC3)c2n1	-5	-12	-11	-5	-4	-14	-3	-14
O=C(COc1cccc(Cl)c1)N1CCSc2ccccc21	7	39*	3	6	22	25	24	36*
COc1ccc(C2C3=C(CC(C)(C)CC3=O)Nc3ccccc3N2C(=O)Cc2ccc(Cl)cc2)c(OC)c1 (centres undefined)	1	-10	-3	4	-10	3	-28	8
COc1ccc(OC)c2c(C)cc(N3CCN(S(=O)(=O)c4ccc5c(c4)CCCN5S(C)(=O)=O)CC3)nc12	8	44*	3	8	0	98*	22	38*
CC(C)c1nc(CN2CCN(c3ccc(F)cc3)CC2)cc(=O)[nH]1	-1	1	1	3	7	0	9	16
COc1ccc(OC)c(CCNc2nc(-c3ccccc3)no2)c1	3	18	-25	1	-1	0	17	15
O=S(=O)(NCCc1nc2cccnc2n1C1CCCCC1)c1ccc(Cl)cc1	-15	-64	-22	-7	-50	-64	-46	-229
COc1cccc(NC(=O)c2oc3ccccc3c2NC(=O)COc2cccc(OC)c2)c1	0	0	3	35*	24	-4	-9	6
c1cncc(-c2nnc(-c3cc4ccccc4o3)o2)c1	0	8	1	4	4	13	2	3
CCc1nc(SCC(=O)Nc2cc(Cl)ccc2C)c2oc3ccccc3c2n1	4	14	12	20	22	54*	26	68*
Cn1c(SCC(=O)NC2CCCC2)nnc1-c1ccc2c(c1)OCCO2	0	6	2	-2	7	11	12	16
Cc1ccc(NC(=O)C2C3C=CC4(O3)C2C(=O)N(C2CC2)C4C(=O)NC2CCCCC2)cc1Cl (centres undefined)	-2	-7	-5	2	-4	-5	-15	-22
Cc1cccc(NC(=O)Cn2cnc3c2c(=O)n(C)c(=O)n3C)c1	-1	-1	4	1	4	3	5	4
Cc1ccc(S(=O)(=O)c2nnn3c2nc(NCc2ccco2)c2sccc23)cc1	-2	-7	0	1	-20	-25	32*	-72
O=C(CCCC(=O)Oc1ccc([N+](=O)[O-])cc1)Oc1ccc([N+](=O)[O-])cc1	-2	-3	2	2	0	-15	-96	4
CC(=O)N1CCN(c2oc(-c3ccc(COc4ccc(C)cc4)o3)nc2C#N)CC1	8	7	-16	-2	9	8	11	7
CC12C(=O)N(c3ccccc3)C(=O)N1CCc1c2[nH]c2ccccc12 (centres undefined)	4	-5	5	7	1	-11	13	-2
CC1CCN(C(=O)c2nnc(-c3ccc(S(=O)(=O)N4CCC(C)CC4)cc3)o2)CC1	0	-9	1	2	0	20	-1	-15
N#C/C(=C\c1c(-c2ccccc2)nc2sccn12)c1ccccc1	7	28	-2	5	8	7	20	27
Fc1ccc(-c2cnc(N3CCOCC3)nc2)cc1	-3	1	-7	2	1	12	3	4
COc1ccc(OC)c(NC(=O)COc2ccc(N(C)S(=O)(=O)c3ccc(C)cc3)cc2)c1	0	4	8	7	-1	12	5	5
O=C(Cn1c(-c2ccccc2)ncc(C(=O)NC2CC2)c1=O)Nc1ccccc1	4	27	11	25	20	36*	30*	73*

Compound activity from PubChem BioAssay.
